High-throughput results: PubChem BioAssay, several laboratories
BAP1 block: blocks human BAP1 ubiquitin-AMC hydrolysis; Q92560; recombinant BAP1, Ub-AMC hydrolysis fluorescence kinetic; active compounds read low; activity remaining (% of control), % at 20 µM; actives 0.48% (n = 72,000); AID 436;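 active = activity remaining at or below 50% of control, provided the compound also passes the data quality filters; inactive = the rest, including low values that fail the filters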;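 note: 100% = DMSO wells rate and 0% = substrate alone blank rate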
HePTP inhibitor: blocks human HePTP tyrosine phosphatase; P35236; recombinant HePTP phosphatase activity, OD absorbance; inhibition, % at 20 µM; actives 0.64% (n = 110,000); AID 521; in the data active = inhibition above about 50%;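 note: plate controls were vehicle for no effect and reference inhibitor for full effect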
Target sequence (P35236 whole entry, looked up): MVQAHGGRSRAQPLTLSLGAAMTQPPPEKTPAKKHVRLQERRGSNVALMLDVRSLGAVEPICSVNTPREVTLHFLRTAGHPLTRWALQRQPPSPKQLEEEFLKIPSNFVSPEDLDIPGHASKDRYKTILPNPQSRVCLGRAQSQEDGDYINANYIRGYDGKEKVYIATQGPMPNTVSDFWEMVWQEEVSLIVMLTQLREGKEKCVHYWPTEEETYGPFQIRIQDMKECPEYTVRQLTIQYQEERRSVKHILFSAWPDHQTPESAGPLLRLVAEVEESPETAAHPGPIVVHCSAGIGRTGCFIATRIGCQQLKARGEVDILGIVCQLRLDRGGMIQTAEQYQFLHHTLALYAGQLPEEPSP
Active calls of the source: *; . = no result given; & = joins results of further samples.

Screens in order – BAP1 block, HePTP inhibitor
CC(C)CC(=O)NC(NC(=O)CC(C)C)c1ccccc1
  ., -4.4
c1ccc(N2CCN(c3nc(-c4ccccn4)nc4ccccc34)CC2)cc1
  62.2, 1.3
CS(=O)(=O)N(CC(=O)Nc1ccc2c(c1)OCCO2)Cc1ccccc1
  108.2, -16.0
O=C1c2ccccc2C(=O)N1Cc1nc2ccccc2c(=O)n1CCCN1CCOCC1
  104.9, -1.4
CCOC(=O)C1CCN(c2c(N3CCCC(C(=O)OCC)C3)c(=O)c2=O)CC1 (stereo not drawn)
  91.5, -8.1
CCC1(C)Cc2c(sc3[nH]c(=O)[nH]c(=O)c23)CS1 (stereo not drawn)
  68.6, -4.3
CC(CCc1ccccc1)NCC#N (stereo not drawn)
  ., -2.5
Cc1cc2c(c(=O)o1)C(CC(C)C)C(C#N)=C(N)O2 (stereo not drawn)
  147.8, 2.3
N#CSc1cnc(NC2CCCCC2)s1
  ., -1.4
Nc1nnc(SCC(=O)Nc2cccc(C(F)(F)F)c2)s1
  ., 2.9
O=C(Cn1cccc1)N1CCc2ccccc21
  77.6, 2.9
COc1ccc(C2CC(=O)C3=C(C2)Nc2ccccc2NC3c2cc(Br)c(OC)c(OC)c2)cc1 (stereo not drawn)
  ., 5.2
CC(C)CCOCC(=O)Oc1ccccc1C(=O)O
  99.5, -15.0
COC(=O)c1c(C#N)c(N)nc2c1CCCC2
  ., 1.3
Cn1c(=NC(=O)CSCC(=O)N2CCOCC2)sc2ccccc21
  107.7, -8.6
CCOc1cc(-c2ccc3c(c2)OCO3)cc(=O)c2c(C)oc(C)c12
  121.5, 8.6&8.2
O=c1/c(=C/c2cc(Br)ccc2OCc2ccccc2F)sc2nc3ccccc3n12
  ., 7.4
COc1ccc(/C=N/N2CCN(Cc3cccc4ccccc34)CC2)c(OC)c1
  ., 6.5
CC(=O)c1cccc(NC(=O)C2CC(=O)N(c3cccc(C)c3C)C2)c1 (stereo not drawn)
  ., 4.8
CCOc1ccccc1-c1nc(SCC(=O)O)n[nH]1
  101.9, -10.6&1.2
O=C1NC(=O)[C@@H]2C3c4ccccc4C=CN3[C@H](C(=O)c3cccs3)[C@H]12 (stereo partly drawn)
  91.4, -5.3
O=C(CC1C(=O)NCCN1C(=O)c1ccc(F)cc1)OCc1ccccc1 (stereo not drawn)
  122.0, 9.9
COc1ccc(CCNS(=O)(=O)c2cccs2)cc1
  97.2, 8.8
COc1ccc(CNC(=O)CN2CCC(C(=O)c3ccc(OC)cc3)CC2)cc1
  113.2, 4.9
CCC(CO)N1CC2([N+](=O)[O-])C=CCC([N+](=O)[O-])(C1)C2 (stereo not drawn)
  ., 1.9
CC(NC(=O)C1CCCCC1)c1ccc2c(c1)OCCO2 (stereo not drawn)
  63.2, 4.6
CC(=C1C(=O)c2ccccc2C1=O)N1CCN(c2ccccn2)CC1
  83.8, 1.9
O=C1CC(c2cccc(Cl)c2)CC(O)=C1C=NCCCO (stereo not drawn)
  82.2, 9.5
COc1cccc(C(=O)Nc2cccc(-c3cn4ccccc4n3)c2)c1
  ., 10.2
Cc1ccc(-c2nn(-c3ccccc3)cc2/C=C(\C#N)C(N)=O)o1
  ., 5.8
CC1=CC(C)(C)N(C(=O)CN2C(=O)CCC2=O)c2ccccc21
  ., -7.2
COc1ccc(/C=C/C(=O)Nc2nc(-c3ccc(Cl)cc3)cs2)cc1OC
  ., -16.3
CCOC(=O)c1[nH]c(C)c(CN(Cc2ccco2)C(=O)C(F)(F)F)c1C
  101.7, -6.1
COc1ccc(S(=O)(=O)NC2CCS(=O)(=O)C2)cc1 (stereo not drawn)
  125.1, -3.1
CNCCC=C1c2ccccc2CCc2ccccc21
  154.9&97.4, 7.4
O=C(CN(CCO)c1ccccc1)NC12CC3CC(CC(C3)C1)C2
  87.4, -7.5
C=CCNc1nc(-c2cccc(OC)c2O)nc2ccccc12
  78.7, 10.8
COc1ccc(N2CCN(C(CNS(=O)(=O)c3cccs3)c3cccnc3)CC2)cc1 (stereo not drawn)
  123.8, 6.7
CC(C)(C)c1ccc(/C=C2\NC(=S)N(c3ccccc3)C2=O)cc1
  ., 5.5
COc1cccc(N2CCN(Cc3cccnc3)CC2)c1
  79.0, 2.2
O=C(c1ccc(C(=O)N2CCC(c3ccccc3)CC2)s1)N1CCC(c2ccccc2)CC1
  67.6, .
COCCNC(=O)c1ccc(Cl)c(Cl)c1
  108.6, 1.3
CC(C)Oc1ccc(C(=O)N(Cc2ccco2)C2CCS(=O)(=O)C2)cc1 (stereo not drawn)
  85.9, -3.0
CC(C)C(CO)NC(=O)CC(=O)NC(CO)C(C)C (stereo not drawn)
  101.9, 3.9
CC1CCc2c(sc(NC(=O)COc3ccc(Cl)cc3Cl)c2C#N)C1 (stereo not drawn)
  ., -12.4
COc1ccc(-c2ccc(CO)o2)cc1
  ., -12.1
CCN1C(=O)/C(=C\c2ccc(OC)c([N+](=O)[O-])c2)C(C(=O)OC)=C1C
  ., 1.6
COc1cc2ccccc2cc1C(=O)Nc1ccc(I)cc1Cl
  ., 5.2
O=C(/C=C/c1ccc(F)cc1)c1ccccc1O
  ., -1.7
COc1ccccc1OCCn1cc(C=O)c2ccccc21
  ., 2.5
O=C1NC(=O)N(c2ccccc2)C(=O)/C1=C\c1ccccc1OCc1ccccc1F
  ., -11.4
Cc1ccc(-c2nnn(CC(=O)N(CC(=O)NCC3CCCO3)c3ccccc3)n2)o1 (stereo not drawn)
  90.2, 1.5
CCOc1ccc(N2C(=O)NC(=O)/C(=C\C=C\c3ccccc3)C2=O)cc1
  ., 9.8
COc1ccc(-c2nc3ccccc3c(C(=O)NC(C)(C)C)c2C)cc1
  ., 8.8
Cc1cc(C)c2[nH]c(=O)c(C(c3nnnn3CC3CCCO3)N3CCCC(C)C3)cc2c1 (stereo not drawn)
  57.0, -3.3
Cc1cc(C)cc(N2C(=O)NC(=O)/C(=C\c3cc(Cl)c(OCC(=O)O)c(Cl)c3)C2=O)c1
  ., -11.6
COc1ccc(CCNC(=O)CNCC2CCCO2)cc1OC (stereo not drawn)
  111.4, -1.0
COc1cccc(OCCOCCN2CCCC2)c1
  ., -10.9
CC(=O)N(c1ccc(N(C(C)=O)S(=O)(=O)c2cccs2)cc1)S(=O)(=O)c1cccs1
  110.6, 3.0
COCCCNC(=O)/C(=C/c1cccc([N+](=O)[O-])c1)NC(=O)c1ccc(OC)cc1
  ., -4.7

Additional records follow:
Screens in order – BAP1 block, HePTP inhibitor
COc1ccc(Cl)cc1S(=O)(=O)Nc1cccc(C(=O)O)c1
  63.4, 4.7
CCN(CC)c1ccc(NC(=O)c2cc(Br)ccc2OC)cc1
  ., 5.8
CCC(C)(CC(=O)N(C)CCC#N)c1ccccc1 (stereo not drawn)
  ., -3.0
N#CC1=C(SCc2ccccc2)NC2=C(C(=O)CCC2)C1c1ccc2c(c1)OCO2 (stereo not drawn)
  ., -1.5
Cc1cc(C)cc(N2C(=O)NC(=O)/C(=C\c3ccc(O)c(Br)c3)C2=O)c1
  ., 3.8
c1ccc(N2N=C(c3cccs3)CC2c2cccs2)cc1 (stereo not drawn)
  ., -6.7
CCOC(=O)Nc1cc(C(=O)OC)cc(C(=O)OC)c1
  75.8, -3.7
O=C(N/N=C/c1cc([N+](=O)[O-])ccc1O)/C(=C/c1cccs1)NC(=O)c1ccccc1
  ., 5.0
Oc1ccccc1N=Cc1ccc[nH]1
  82.4, 5.0
CCc1ccc(N(CC(=O)NC2CCCC2)S(=O)(=O)c2c(C)noc2C)cc1
  93.4, 10.9
COc1ccccc1-c1nc2n(n1)C(c1cccs1)C(C(=O)Nc1cccnc1)=C(C)N2 (stereo not drawn)
  109.1, -5.7
CCOC(=O)c1ccc(NC(=O)CCNS(=O)(=O)c2ccc3c(c2)oc(=O)n3C)cc1
  88.0, 1.0
CCN1C(=O)/C(=C\c2ccc(-c3ccc(C(=O)O)cc3)o2)N(CC)C1=S
  ., 2.5
Cc1ccc(-c2nc(-c3cccnc3)no2)cc1[N+](=O)[O-]
  ., -0.6
CCOc1ccc(NC(=O)c2ccc(OC)cc2)c([N+](=O)[O-])c1
  82.4, .
C=CCn1c(SCC(=O)NC(=O)NCC(C)C)nnc1C1CCCCC1
  87.7, 13.5
C=CCn1c(-c2ccc(OCC)cc2)n[nH]c1=S
  ., 1.3
COc1ccc(-c2noc(-c3ccc(C)c([N+](=O)[O-])c3)n2)cc1OC
  ., -0.6
COC(=O)c1cc(-c2ccccc2)sc1NC(=O)c1cc(C)on1
  161.8, -6.0
O=C(/C=C\Nc1ccccn1)c1ccc(Cl)cc1
  78.1, 3.4
CCCCNC(=O)c1ccc(NC(=O)C2CCCO2)cc1 (stereo not drawn)
  ., 5.7
O=C(c1ccc(F)cc1)N1CCCCCC1
  84.3, .
COc1nccnc1NS(=O)(=O)c1ccc(NC(=O)c2ccc(S(=O)(=O)N(C)C)cc2)cc1
  ., -13.0
CCc1cc(C)cc(OCCOc2ccc(C=C3C(=O)NC(=S)NC3=O)cc2)c1
  ., 4.2
O=C(Nc1ccc(Cl)c(Cl)c1)c1cccc(F)c1
  ., -15.4
CCN(CC)S(=O)(=O)c1ccc(C(=O)OCCN2C(=O)CCC2=O)cc1
  88.3, -2.8
O=C(CSc1nnc(Cn2c(=O)sc3ccccc32)n1CCc1ccccc1)N1CCOCC1
  96.1, -5.6
Cc1ccc(C)c(NC(=O)C2CCC(C)(C(=O)O)C2(C)C)c1 (stereo not drawn)
  98.9, 8.0&3.5
COc1ccc(S(=O)(=O)N(CCc2ccccc2)CC(=O)NC2CCCC2)cc1
  ., -4.8
Fc1ccc(NC(=S)NCC2CCCO2)cc1 (stereo not drawn)
  ., -5.5
COc1ccccc1-c1c(C)oc2c(CN3CCN(CCO)CC3)c(O)ccc2c1=O
  ., 7.0
COc1ccccc1N(CC(=O)Nc1ccc(F)c(Cl)c1)S(=O)(=O)c1ccccc1
  ., -3.7
CC1(C)NC(=O)N(c2ccc([N+](=O)[O-])c(C(F)(F)F)c2)C1=O
  92.7, .
Cn1c(Cn2nnc3ccccc32)nnc1SCC(N)=O
  104.0, 3.2
Cc1ccc(C(=O)c2ccc(Br)cc2)cc1S(=O)(=O)Nc1cccc(O)c1
  ., 0.6
CCOC(=O)N1CCN(C(=O)c2ccc(CS(=O)(=O)c3ccccc3OC)o2)CC1
  102.0, 5.7
Cc1cc(C(=O)CSc2nnc(N)s2)c(C)n1CCc1ccc(F)cc1
  83.8, 0.7
C=CCn1c(SCCC(=O)O)nnc1-c1cccs1
  99.0, 9.5
CN(C)CCNC(=O)C(NC(=O)c1ccccc1)C12CC3CC(CC(C3)C1)C2 (stereo not drawn)
  ., 4.2
Cc1cccc(-n2c(N)cc(=O)nc2SCC(=O)Nc2cc(C)on2)c1
  77.2, 5.1

Compound profiles (already shown). Values in the order: BAP1 block	HePTP inhibitor
COc1cccc(OCCOCCN2CCCC2)c1 reads .	-10.9
CCN(CC)c1ccc(NC(=O)c2cc(Br)ccc2OC)cc1 reads .	5.8
COc1ccc(-c2ccc(CO)o2)cc1 reads .	-12.1

Remaining list, next part:
Screens in order – BAP1 block, HePTP inhibitor
CCOc1ccc(CNc2ccc(N3CCCC3)cc2)cc1
  62.5, 4.4
CCC(C)(C)n1nnnc1C(c1cc2ccc(OC)cc2[nH]c1=O)N1CCN(C2CCCCC2)CC1 (stereo not drawn)
  ., 9.9
CN(C)CCCNC1CCCCCCCCCCC1
  ., -11.4
N#Cc1ccccc1NC(=O)c1ccccc1OCC(=O)Nc1ccc2c(c1)oc1ccccc12
  ., 5.3
COCCn1c(SCC(=O)c2ccc(Cl)cc2)nnc1C(C)C
  92.0, 3.3
CC(=O)NC(CCS(C)(=O)=O)C(=O)Nc1cc(C)ccc1C (stereo not drawn)
  90.3, -5.4
Cc1ccc(/C=C2/SC(=S)N(NC(=O)c3ccccc3C)C2=O)cc1
  ., 7.8
COc1cccc2c(=O)n(CC(=O)NC3CCCCC3)ccc12
  92.8, -15.8
CCCSc1nnc(NC(=O)c2sc3nc(-c4cccs4)ccc3c2N)s1
  ., 7.4
CCNc1nc(NC(C)(C)C)nc(N(CC)n2cnnc2)n1
  103.1, -5.9
COC(=O)c1ccc(CN(c2ccccc2OC)S(=O)(=O)c2cccs2)o1
  114.2, 2.2
O=C(NCCCN1CCN(Cc2ccccc2)CC1)C1CCN(c2nnc(-n3cccc3)s2)CC1
  105.0, -3.1
CCOC(=O)c1ccc(NC(=O)c2ccc3nc(N)sc3c2)cc1
  158.7, .
CCCOc1ccc(C(=O)Nc2ccc(O)c(-c3nc4ccccc4s3)c2)cc1
  ., 8.9
CCN(CC)CCNC(=O)c1ccc(Cl)c(Cl)c1
  ., -2.2
Oc1c(C(Nc2ccccn2)c2ccccn2)ccc2cccnc12 (stereo not drawn)
  82.0, 8.6
CCOc1ccccc1NC(=O)C(=O)NCC1CCCO1 (stereo not drawn)
  ., 7.3
CCC1CCCCN1C(=O)CSc1nnc(-c2cccs2)o1 (stereo not drawn)
  104.8, 8.0
COc1nc(Nc2ccc(O)cc2)nc(OC(C(F)(F)F)C(F)(F)F)n1
  92.9, -15.9
CCN(CC)C(=O)C1CCCN(c2ncnc3c2cnn3-c2ccc(Cl)cc2)C1 (stereo not drawn)
  103.5, 8.1
